Assay outcomes from PubChem.
ALOX12 inh – ALOX12 (human) lipoxygenase inhibition | P18054 | purified 12hLO, xylenol orange hydroperoxide absorbance | Potency, µM (top dose mostly 108 µM), without a hit: at the highest dose activity change, negative = inhibition, actives largely listed as inhibitors | 580,000 compounds, 1.1% hits; active = well fitted inhibition curve with a large enough effect; inconclusive = small, poorly fitted or top-dose-only effect, or another doubt; inactive = no such curve, though single readings can be large or run the other way
Target sequence (P18054 whole entry, looked up): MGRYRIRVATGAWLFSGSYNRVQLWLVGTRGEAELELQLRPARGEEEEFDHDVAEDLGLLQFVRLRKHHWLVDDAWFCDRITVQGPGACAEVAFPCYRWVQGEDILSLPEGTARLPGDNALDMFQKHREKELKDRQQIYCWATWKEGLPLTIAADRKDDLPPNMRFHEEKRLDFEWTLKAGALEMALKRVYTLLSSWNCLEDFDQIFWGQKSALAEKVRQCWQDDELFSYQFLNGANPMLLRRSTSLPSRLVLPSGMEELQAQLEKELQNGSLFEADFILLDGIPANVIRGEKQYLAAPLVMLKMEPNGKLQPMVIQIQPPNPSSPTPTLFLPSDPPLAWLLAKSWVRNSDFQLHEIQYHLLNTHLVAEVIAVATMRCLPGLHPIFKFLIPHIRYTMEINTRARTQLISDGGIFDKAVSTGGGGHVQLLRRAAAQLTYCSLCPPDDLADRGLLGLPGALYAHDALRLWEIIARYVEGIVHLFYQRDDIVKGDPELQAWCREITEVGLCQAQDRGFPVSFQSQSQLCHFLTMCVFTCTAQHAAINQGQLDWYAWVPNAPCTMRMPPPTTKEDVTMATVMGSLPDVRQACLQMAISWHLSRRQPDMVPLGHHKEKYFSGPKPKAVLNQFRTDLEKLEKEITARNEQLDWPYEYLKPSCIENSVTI
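Hydroperoxide product was detected by ferrous iron/xylenol orange as the 573 to 405 nm absorbance ratio. Arachidonic acid at 40 uM (final) was turned over for 30 min at room temperature by 150 nM human 12hLO, pH 7.0 Hepes buffer, after 15 min compound preincubation.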
* marks the source's active call; other numbers are inactive results; ? = inconclusive; [ ] = dose if it differs, or a comment. % is scaled to controls: 0 for no effect and ±100 for the full control effect; potency is read from the fitted curve at half-maximal effect. Some of the compounds tested; count on the stated rates, not on these rows.

structure,ALOX12 inh
CC(C)N1C[C@H](O)C[C@H]1c1nnc2n1CCN(C(=O)CCCc1ccccc1)C2,43%[activator]
O=C(NC1CCN(c2ccc(F)cc2)C1=O)c1ccc(F)cc1Cl (stereo not given),10%
CNC(=O)[C@@H]1CN(Cc2ccccc2)C[C@H]1c1n[nH]c(C)n1,49%[activator]
COC(=O)C1=C(C)N=C2SC=C(CC(=O)NCc3ccco3)N2C1c1cccc(F)c1 (stereo not given),?
CCC(=O)N1N=C(c2cccs2)CC1c1ccc2nccnc2c1 (stereo not given),-49%
CCc1noc(C)c1C(=O)N1CCCN(Cc2ccc(F)cc2)C(C(C)C)C1 (stereo not given),23%
CC(C)N1CCC(O)(c2csc(CN3CCN(C)CC3)n2)CC1,47%[176 µM]
COC[C@@H]1CN(S(=O)(=O)c2cccc(C)c2)C[C@H]1C(N)=O,23%
CN(CC(=O)Nc1ccccc1Br)C(=O)CCc1ncc(-c2ccc(F)cc2)o1,-3%
COc1cccc(NC(=O)N(C)C[C@H]2OCc3cn(nn3)CCCC(=O)N([C@H](C)CO)C[C@@H]2C)c1,-5%
Cc1ccccc1Cc1c(C)nc(N2CCN(Cc3ccccc3)CC2)[nH]c1=O,-24%
COCc1cc(N2CCN(C(=O)OC(C)(C)C)C[C@H]2C)ccc1N1CCS(=O)(=O)CC1,-9%

Filtered by structure, those above with nitrogen in an aromatic ring (8)
structure,ALOX12 inh
CC(C)N1C[C@H](O)C[C@H]1c1nnc2n1CCN(C(=O)CCCc1ccccc1)C2,43%[activator]
CNC(=O)[C@@H]1CN(Cc2ccccc2)C[C@H]1c1n[nH]c(C)n1,49%[activator]
CCC(=O)N1N=C(c2cccs2)CC1c1ccc2nccnc2c1 (stereo not given),-49%
CCc1noc(C)c1C(=O)N1CCCN(Cc2ccc(F)cc2)C(C(C)C)C1 (stereo not given),23%
CC(C)N1CCC(O)(c2csc(CN3CCN(C)CC3)n2)CC1,47%[176 µM]
CN(CC(=O)Nc1ccccc1Br)C(=O)CCc1ncc(-c2ccc(F)cc2)o1,-3%
COc1cccc(NC(=O)N(C)C[C@H]2OCc3cn(nn3)CCCC(=O)N([C@H](C)CO)C[C@@H]2C)c1,-5%
Cc1ccccc1Cc1c(C)nc(N2CCN(Cc3ccccc3)CC2)[nH]c1=O,-24%

(listing goes on)
structure,ALOX12 inh
Cc1oc(-c2cccs2)nc1CC(=O)NCc1ccc(F)cc1,-29%
COc1cccc(SCC(=O)NCc2cc3n(n2)CCNC3)c1,?
CC1CCCCC1NC(=O)c1ccc2c(Cl)c3c(nc2c1)CCCC3 (stereo not given),-6%
Cc1noc(C)c1S(=O)(=O)N1C[C@@H](Oc2ccccc2)C[C@H]1C(=O)N1CCCC1,-2%
CCOC(=O)C[C@@H]1C[C@@H](C(C)C)[C@H](CNC(=O)C(C)(C)C)C=C1C,19%[176 µM]
CC(C)C(=O)N/N=C/c1ccc(Cl)cc1,-14%
Cc1ccc(N2CC(c3noc(-c4ccc(F)cc4Cl)n3)CC2=O)cc1 (stereo not given),17%
COc1ccccc1-n1cc(C(=O)c2cc(Br)ccc2O)cc(C#N)c1=O,-22%
CCCCCCn1c(NC)nc2c1c(=O)[nH]c(=O)n2C,-3%
CN(Cc1ccccc1)C1CCN(Cc2ccc(F)cc2)CC1,?
Cc1ccc(C2CCCN2S(=O)(=O)c2cnn(C(F)F)c2C)cc1 (stereo not given),7%
COC(=O)CNC(=O)NC1CCN(C(=O)N2CC3CC(C2)[C@H]2CCCC(=O)N2C3)CC1 (stereo not given in full),57%[activator]
COCCn1c(SCC(=O)c2cc(C)c(C)cc2C)nnc1-c1ccc(Cl)cc1,-20%
Cc1nc2nc3ccn(CCN4CCOCC4)c(=O)c3c(-c3ccccc3)n2n1,?
CN(C1CCc2nn(CC3CC3)c(=O)n2CC1)S(=O)(=O)c1cccnc1 (stereo not given),23%
CCN1CCC(N(C(=O)c2cn(C)c3ccccc23)C2CC2)CC1,?
Cc1ncccc1C(=O)N1CCC(N2C(=O)CCC2C(=O)NCc2ccccc2)CC1 (stereo not given),5%
CCCc1c(C(=O)OCC)[nH]c2c1C(=O)CC(c1ccc(CC)cc1)C2 (stereo not given),?
Cc1noc(C)c1CCC(=O)N1CCOC(Cc2cccc(F)c2)C1 (stereo not given),3%
CC1(c2ccccc2)N(Cc2ccccc2F)C(=O)OC12CCN(C(=O)Cc1ccc(O)cc1)CC2 (stereo not given),?
CCNc1ccnc(N2CCN(Cc3cccc(OC)c3)C(CCO)C2)n1 (stereo not given),49%[activator]
Cn1cc(C(C(=O)O)N2CCC(Cc3ccccc3)CC2)c2cc(C(=O)O)ccc21 (stereo not given),13%
c1ccc(CC(Nc2cccnc2)c2ccccc2)cc1 (stereo not given),-4%
O=C(NC(c1ccccc1)c1ccccc1)c1cnc2c(c1)N([S+](=O)([O-])c1cccnc1)CCC2,-4%
CNC(=O)[C@H]1C[C@H](Oc2ccccc2)CN1Cc1cn(C)c2ccc(OC)cc12,34%[activator]
O=C(NCc1ccc(C(=O)N2CCCCC2)cc1)c1cc2ccccc2oc1=O,-19%
CC(=O)Nc1ccc(NC(=O)CSc2nc(Cl)nc3nc[nH]c23)cc1,-29%
COc1ccc(-c2noc([C@@H]3C[C@@H](O)CN3Cc3cc4ccccc4o3)n2)cc1,?
CC(C)(C)C(=O)Nc1cccc(NC(=O)Cc2ccccc2Cl)c1,-2%
COc1ccc(NC(=O)c2cnc3c(c2)N(C(=O)Cc2ccc(C(C)C)cc2)CCC3)cc1OC,-3%
COc1ccc(C(=O)N2CCOC3(CCN(C(=O)CN)CC3)C2)cc1,7%[6.33 µM]
C[C@@H]1OC(C2CCCCC2)N(C)[C@H]2C[C@H]3c4cc(N5CCOCC5)ccc4CCN3C[C@@H]12 (stereo not given in full),4%
CCCc1nc(C(=O)N[C@H]2COC[C@H]2Cc2cc(C)no2)cs1,20%
COc1ccc2c(c1)C(C[C@H]1CN(C(=O)C(C)(C)C)CC[C@H]1CC(=O)O)=NCC2,?
Cc1cccc(C)c1NC(=O)C1c2ccccc2OCC(=O)N1Cc1ccco1 (stereo not given),?
COc1cccc(OCC(=O)c2ccc3c(c2)N(CC(=O)NCc2ccc(F)cc2)C(=O)CO3)c1,4%

Arranged by number of heavy atoms (lowest first): part of the list above.
structure,ALOX12 inh
CC(C)(C)C(=O)Nc1cccc(NC(=O)Cc2ccccc2Cl)c1,-2%
O=C(NCc1ccc(C(=O)N2CCCCC2)cc1)c1cc2ccccc2oc1=O,-19%
COc1cccc(OCC(=O)c2ccc3c(c2)N(CC(=O)NCc2ccc(F)cc2)C(=O)CO3)c1,4%

Next compounds follow:
structure,ALOX12 inh
COCCNC(=O)c1nc(-c2cccc(C(F)(F)F)c2)c2cnccn12,43%[activator]
COc1ccc(NC(=O)C(c2ccc(OC)cc2)n2c(=O)c(-c3ccco3)nc3ccccc32)cc1 (stereo not given),?
COc1ccc2[nH]c(=O)c(CCC(=O)NCCCN3CCCCC3C)cc2c1 (stereo not given),-7%
COc1ccccc1-c1nc2nccc(-c3ccc(Cl)cc3)n2n1,-12%
O=C(/C=C/c1ccc(-c2ccccc2)s1)N(Cc1ccco1)C1CC1,?
CCCC(=O)Nc1cccc(NC(=O)c2ccc(C)c(C)c2)c1,-42%
N#Cc1ccc(S(=O)(=O)N2CCC(C(=O)N3CCCC3c3ccc4c(c3)OCCO4)CC2)cc1 (stereo not given),?
CCC(=O)c1ccc(OC(=O)c2nn(C(C)C)c(=O)c3ccccc23)cc1,5%
CCCN1CCCCC(NC(=O)c2ccc3ccccc3c2)C1=O (stereo not given),-7%
O=C(CCc1ccc(O)cc1)N1CCN(Cc2ccccc2)CC(O)C1 (stereo not given),9%
COCCn1c(CN2CCC(C(N)=O)CC2)nc2c1c(=O)n(C)c(=O)n2C,33%
CCCc1cc(C(=O)NCCc2nc(-c3ccccn3)no2)n[nH]1,12%
CN1CC(=O)N/C1=N\C(=O)Nc1cccc(Cl)c1,5%
COc1cc(C#N)cc(Cl)c1OCc1ccccc1C#N,?
Cc1cccc(-c2cccc3c4c([nH]c23)[C@@H]2C[C@H](N(C)C(=S)NCCc3ccccc3)[C@H]([C@H](C)O)CN2CC4)c1,?
COc1ccc(/C=N/NC(=O)C2CC2)cc1,-4%
Cc1cc(NC(=O)Cc2cn(C)c3ccccc23)ccc1Oc1cccnc1,-7%
COC(=O)[C@]12C[C@H](CC(=O)N3CCCCC3)C(=O)N(CCC3=CCCCC3)C1=C[C@H](COCc1ccccc1)O[C@@H]2C,-1%
Cc1ccc(S(=O)(=O)N2C[C@H]3C(=O)C[C@@H]4C(=O)N(c5ccccc5)C(=O)[C@@H]4[C@@H]3C[C@@H]2c2ccccc2)cc1,?
Cc1noc2c(NCCN3CCOCC3)cc(-c3ccc(Cl)cc3)nc12,?
CC(C)NC(=O)c1ccccc1OCC1CCCNC1 (stereo not given),42%[activator]
CC(C)N(C)Cc1nnnn1CC(=O)NCc1nncn1C1CCCCC1,33%
Cc1cccc(Cn2c(CCNC(=O)C(C)(C)C)nc3ccccc32)c1,2%
CCNC(=O)NC(=O)C(C)Oc1ccc(C(=O)c2ccc(Cl)cc2)cc1 (stereo not given),?
C=CCNC(=O)NC(=O)CNc1ccccc1C#N,-22%
CN1CCN(c2nc3ccccc3nc2C(=O)Nc2ccc(Br)cc2)CC1,-5%
CNC(=O)[C@@H]1C[C@@H](O)CN1C1CCN(C(=O)CCc2ccc(OC)cc2)CC1,12%
CS(=O)(=O)N1Cc2ccccc2CC2(CCN(Cc3ccccn3)C2)C1 (stereo not given),8%
COc1ccc(C(=O)NCCC2CCN(C(=O)Nc3cc(F)ccc3F)CC2)cc1,17%
CC1(c2nnnn2Cc2ccccc2)CCC(=O)N1CCCN1CCOCC1 (stereo not given),-25%
CCN1CCN(CCNC(=O)c2ccc(N3CC4CC(C3)[C@H]3CCCC(=O)N3C4)nc2)CC1 (stereo not given in full),36%
Cc1nn(-c2ccc(C(C)C)cc2)c(C)c1[C@@H]1C=C[C@@H](NC(=O)NC(C)C)C1,14%[176 µM]
Cc1ccc(NC(=O)N[C@H]2C[C@@H](c3nc(-c4ccc(F)cc4)no3)N(C)C2)cc1,78%[activator][176 µM]
COCCN1CC2(CCCN(Cc3ccc4cccc(F)c4n3)C2)CCC1=O (stereo not given),12%
O=C(NCc1nnc2cc(-c3nc(C4CC4)no3)ccn12)c1ccccc1Cl,0%
FC(F)(F)c1ccc(CN2CCCC3(CC(c4ccccc4)=NO3)C2)cc1 (stereo not given),-2%[6.33 µM]
O=C1NCc2ccccc2CC12CCN(Cc1ccc(Cl)s1)C2 (stereo not given),?
Cc1ccc(-c2cnc(CCC(=O)Nc3ccccc3O)o2)cc1C,?
CN1CCCCC1(C)C(=O)NCc1ccc(F)cc1 (stereo not given),5%
CC/C=C(/C)C(=O)N1CCC(C(=O)O)CC1,17%
CC1CCCC(NC(=S)NC2CC2)C1C (stereo not given),1%
Clc1ccc(-c2noc(CSc3nncc4ccccc34)n2)cc1,?
Fc1ccc(C2Cn3cnc(-c4nc(-c5ccsc5)no4)c3CO2)cc1 (stereo not given),-2%
Cc1ccc(OCc2nc(C3CCCN3C(=O)NC(C)C)no2)cc1 (stereo not given),3%
COCCOC(=O)N1CCCCC1c1cc(C(=O)Nc2cccc3c2CCCC3)no1 (stereo not given),-3%
N#Cc1nc(COc2ccc3c(c2)OCO3)oc1N1CCCCCC1,-11%
CCN(CC)CC[C@H]1CN(C(=O)c2ccc(N(C)C)cc2)CC[C@H]1CC(=O)O,10%[176 µM]
CSC(NS(=O)(=O)c1cccs1)=C(c1nc2ccccc2s1)c1nc2ccccc2s1,?
Cc1ccc(CN2C(=O)NC3(CCCN(C(=O)c4cc5ccccc5[nH]4)C3)C2=O)cc1 (stereo not given),13µM*
COC(=O)C1=C(C(=O)OC)C2C=C(C(C)C)C1C(=O)C2(C)O (stereo not given),0%
Cc1ccc(NC(=O)Cn2c(C)cc3nc4n(c(=O)c32)CCCC4)cc1Cl,?
COC(=O)C(C)Oc1ccc2c(=O)c(-c3ccccc3)c(C(F)(F)F)oc2c1 (stereo not given),0%
CCC1CCCCN1C(=O)CCc1ccsc1 (stereo not given),3%
Cc1ccc2nc(CO[C@H]3CN(Cc4ccccn4)C[C@H]3F)[nH]c2c1,65%[activator][176 µM]
CN(C(=O)c1ccc(Br)cc1)C1CCCCC1,-18%
O=C(c1cccc2[nH]ccc12)N1CCCC(n2cc(-c3nc(C4CC4)no3)nn2)C1 (stereo not given),13%
CC(C)c1ccc(NC(=O)Nc2nc(C(C)N)cs2)cc1 (stereo not given),?
CCCCCCNC(=O)O[C@@]12CN(S(=O)(=O)c3ccc(C)cc3)C[C@]1(O)Cn1c(=O)n(CCCCCC)c(=O)n1C2,-4%
O=C(Cn1nc(-c2cccs2)c2ccccc2c1=O)NC1CCCC1,-2%
COc1ncccc1CNC[C@H]1Cn2cc(-c3ccc4c(c3)OCCCO4)nc2CO1,36%[activator][176 µM]
Cc1cc(-c2nn(-c3ccccc3F)cc2CN2CCCC(C#N)C2)c(C)s1 (stereo not given),17%
